All columns: NCI-60 one-dose screen, growth in % after 48 h at 10 µM unless noted; 100 = growth as untreated, 0 = no growth, -100 = all killed.
HL-60(TB): HL-60(TB) leukemia cells | 78,000 compounds, 9% hits | AID 1794776; active = growth percent below 10
* hit, by the source's call; & = joins results of further samples; [ ] = another dose, or the depositor's remark. Not all compounds are listed; count on the stated rates, not on these rows.

Structure | HL-60(TB)
COc1ccc(-n2nc(C(=O)NCc3cc(F)cc(F)c3)nc2-c2cc(OC)c(OC)c(OC)c2)cc1OC | 87.5
COc1ccc(/C=C/C(=O)c2nc3ccccc3n2Cc2ccc(Br)cc2)cc1OC | 90.0
O=C(NCc1ccc(F)cc1)C1CN(c2ccc(Cl)cc2)N(c2ccc(Cl)cc2)C1=O (configuration not stated) | 43.6
Nc1ccc(-c2nnc3sc(-c4ccc(F)cc4)nn23)cc1 | 97.1
CCOC(=O)c1cnc2ccccc2c1Nc1cccc(S(N)(=O)=O)c1 | 119.6
COc1ccc2c(c1)[n+]([O-])c(C(=O)/C=C/C=C(\Cl)c1cc(OC)c(OC)c(OC)c1)c(C)[n+]2[O-] | 107.3
COc1cc(-c2cc(-c3ccccc3)[nH]c(=O)c2C#N)cc(OC)c1OC | 109.9
C/C(=C(/C)c1ccc(O)cc1)c1ccc(O)cc1 | 50.8
Oc1cc(Cl)c(O)c(-c2ccccc2)c1Cl | 84.0
CCOC(=O)C[n+]1cccc(Br)c1 | 97.5
c1ccc(C(NC2CC3CCC2C3)c2ccccc2)cc1 (configuration not stated) | 100.1
COC(=O)[C@H](Cc1cn(C)cn1)NC(=O)[C@H](CC(=O)OCc1ccccc1)NC(=O)Nc1cc(C(F)(F)F)cc(C(F)(F)F)c1 | -68.9*[100 µM]
CC(O)(Cc1ccccn1)Cc1ccccn1 | 105.1
Cc1ccc(-n2cc(/C=N/NS(=O)(=O)c3ccc(C)cc3)c(-c3ccc(S(C)(=O)=O)cc3)n2)cc1 | 97.8
COC(=O)C1CCC(NC(=O)c2csc([C@@H](C[C@H](C(C)C)N(C)C(=O)[C@@H](NC(=O)[C@H]3CCCCN3C)C(C)C)OC(C)=O)n2)CC1 (some centres not stated) | -21.8*
COc1ccc(OCC(O)CN2CCN(c3cccc(Cl)c3)CC2)cc1 (configuration not stated) | 118.9
CCCCC[C@@H]1Cc2cc(O)c(C(=O)O)c3c2[C@H](C[C@@]2(CCCO2)O3)O1 | 86.5
O=P(O)(O)CCl | 99.6
Cc1cc(=O)oc2cc(OCCOc3ccc(/C=C/C(=O)Nc4ccc([N+](=O)[O-])cc4)cc3)ccc12 | 101.7
O=C(NNc1nc2cc(N3CCOCC3)ccc2n2cccc12)c1cnccn1 | 73.1
COc1cc(Cn2cc3c(c2)-c2onc(CN4CCOCC4)c2CC3)cc(OC)c1OC | 99.9
COc1cccc(Cn2cc(C(=O)Nc3cccnc3Nc3ccc(F)cc3)nn2)c1 | 99.9
O=C(Cl)N1CCOCC1 | 105.9
CCOP1(=O)OCCN(C)c2oc(-c3ccc([N+](=O)[O-])cc3)nc21 (configuration not stated) | 105.9
NC(=N\N=C/c1ccc(O)cc1O)/C(N)=N\N=C/c1ccc(O)cc1O | 86.9
O=C(O)c1ccccc1/C=N/N1CCCCCC1 | 103.2
COC(=O)c1cnc2c(c1)Oc1ccccc1-c1cc(CN3CCCCC3)nn1-2 | 98.2
CN(CCCNC(=O)Cc1ccc2ccc3cccc4ccc1c2c34)CCCNc1cc(-c2ccc3ccccc3c2)nc2ccccc12 | -60.1*
CCOC(=O)C1=C(C)n2nc(CC#N)c(C#N)c2NC1c1ccc(F)cc1 (configuration not stated) | 125.7
CCC[C@@]1(CCc2ccccc2)CC(O)=C([C@H](CC)c2cccc(NS(=O)(=O)c3ccc(C(F)(F)F)cn3)c2)C(=O)O1 | 108.8
CC(=O)O[C@@H]1C[C@H]2C(C)(C)C(=O)C=C[C@]2(C)[C@H]2CC[C@]3(C)C(=CC(=O)O[C@H]3c3ccoc3)[C@@]21C | 90.5
N#Cc1c(N=Cc2ccc(N3CCOCC3)cc2)oc(-c2ccccc2)c1-c1ccccc1 | 102.7
COc1cc2c(cc1OC)C(C(CCCCCC(CCC(C)C)C1NCCc3cc(OC)c(OC)cc31)CCC(C)C)NCC2 (configuration not stated) | -12.4*
CCOC(=O)N/N=C/c1ccc([N+](=O)[O-])cc1 | 93.5
CC(=O)c1cccc(N)c1 | 108.7
COc1ccc(-c2nc3sc(-c4ccc(OC)cc4)c(-c4ccc(OC)cc4)n3c2/C=C/c2ccc(C(C)C)cc2)cc1 | 97.0
O=C(O)c1cc(NCc2cccc(Cl)c2)ccc1N1CCOCC1 | 114.4
O=S(OCC1COS(=O)O1)OCC1COS(=O)O1 (configuration not stated) | 97.3
O=C(O)CN(CC(=O)O)C1CCCCC1N(CC(=O)O)CC(=O)O (configuration not stated) | 94.1
COc1ccc(-c2cc(-c3cnccn3)nc(N)c2C#N)cc1OC | 83.8
CC(C)(C)c1cc(O)c(O)c(C(C)(C)C)c1 | 4.0*
Cc1ccc(C(=O)CSc2nc3ccc(C)cc3c(=O)n2-c2ccccc2)cc1 | 96.3
O=C(O)/C=C/c1c(Cl)n(Cc2ccc(Cl)cc2)c2ccccc12 | 138.7
CCOC(=O)NCCCCNC(=O)OCC | 93.4
N#Cc1ccccc1NC(=O)Nc1ccc(Cl)cc1Cl | 81.2[100 µM]
Cc1cccc(OCC(O)CN2CCOCC2)c1 (configuration not stated) | 55.2
FC(F)Oc1ccc(C(Nc2ccc(Br)cc2)c2nnnn2C2CCCCC2)cc1OCC1CC1 (configuration not stated) | 108.9
O=C(Nc1ccccc1)Oc1ccc(Br)cc1Br | 98.8
CCN(CC)c1ccc(N=Nc2ccc(C)cc2)cc1 | 66.9
Cc1[nH]c(C2CC(c3cccs3)=NN2C)c(C)c1C(=O)NCC(F)(F)F (configuration not stated) | 93.4
Cc1ccc(O)cc1 | 98.9
N=C(c1cccs1)c1ccccc1Cc1ccccc1 | 95.2
O=C(Nc1ccccc1)c1ccc2c(c1)nc(-c1ccc([N+](=O)[O-])cc1)n2C1CCCCC1 | 98.0
O=C1Nc2cc(Cl)ccc2/C1=C/c1cccc(OCc2ccc(Br)cc2F)c1 | -57.8*
C=C(C)C[C@@]1(C(=O)OC)C(=O)[C@H](C)CC2[C@@]3(C)CC[C@H](O)C(C)(C)C3CC[C@]21C (some centres not stated) | 88.3
COc1ccc(-c2cnc3sc(C(=O)NN)c(C)n23)cc1 | 96.9
O=C(NC(Cc1ccccc1)C(=O)CCl)OCc1ccccc1 (configuration not stated) | 39.8
CSc1nc2c(c(=O)n1C)C1(C(=O)N(C)c3ccccc31)c1c(nc(SC)n(C)c1=O)N2 | 103.9
CN1c2ccccc2Sc2c(C(=O)O)cccc21 | 105.4
COCc1cc2c(cn1)CN(C(=O)Nc1nc(-c3cncs3)ccc1N)C2 | 88.9

Following part
canonical_smiles,HL-60(TB)
O=C(NCCc1ccccc1)c1ccc2c(c1)nc(-c1ccccc1)n2C1CCCCC1,71.1
COc1ccc(OC)c(Nc2nc(-c3c(C)nc4sccn34)cs2)c1,67.9
COc1ccc(N=Nc2cc(OC)c(OC)c(OC)c2)cc1,42.4
COc1ccccc1/C(C)=N/NC(=O)CSc1nc2ccccc2c(=O)n1CCc1ccc(S(N)(=O)=O)cc1,94.5
C/C=C/C(/C=C/C)(C(=O)OCCN(CC)CC)C(/C=C/C)(/C=C/C)C(=O)OCCN(CC)CC,98.9
C/C(=C\CCc1ccoc1)CC/C=C(\C)CCCN1CCSCC1,73.9
O=S(=O)(O)c1cc(O)c2ccc(Nc3ccc4c(O)cc(S(=O)(=O)O)cc4c3)cc2c1,79.1&98.5
CC(=O)OC[C@]12CCC(C)(C)C[C@H]1[C@@]1(O)[C@H](O)C[C@@H]3[C@@]4(C)CCCNC(C)(C)[C@@H]4CC[C@@]3(C)[C@]1(C)CC2,105.3
N#Cc1c(-c2ccc(Cl)cc2)nc(N2NC(=O)CC2=N)nc1N1CCOCC1,100.1
O=C(N/N=C/c1cccc(Oc2ccccc2)c1)c1ccc(Br)o1,125.7
CCOC(=O)C(Cl)c1cccc(OC)c1OC (configuration not stated),97.1
Cc1ccc(/C=C2\Oc3cc(C)c(Cl)c(C)c3C2=O)cc1,103.2
CCC(C)NC(=O)c1ccc(C)cc1 (configuration not stated),110.5
Nc1nc(N)c2c(ccc3nccc32)[nH]1,16.5
COC(=O)C1CCc2sc3ncnc(Nc4cn[nH]c4C(=O)Nc4ccc(CN5CCN(C)CC5)cc4)c3c21 (configuration not stated),-28.8*
Cc1cccc(C(=O)O)c1[N+](=O)[O-],71.9
COc1ccc2c(c1)C(=O)/C(=C/c1cccc(OCC(=O)Nc3nc4c(s3)CCCC4)c1)O2,-70.8*
C[n+]1ccc(Nc2ccc(NC(=O)c3ccc(Nc4cc[n+](C)c5ccc(N)cc45)cc3)cc2)cc1,82.3
O/N=C\c1c(-c2ccccc2)[nH]c2ccccc12,93.2
Nc1nc2nc(N=Nc3ccc(Cl)cc3)[nH]c2c(=O)[nH]1,101.2
CC(=O)Nc1ccccc1C(C)=O,111.5
CS(=O)(=O)c1ccc(-c2ccc3nc(N)n(-c4ccc(C(F)(F)F)cc4)c(=O)c3c2)cc1,90.6
COc1ccc(-c2nc3ccc(-c4nnc(SCC(=O)Nc5ccc(Br)cc5)o4)cc3[nH]2)cc1,101.7
NCCCC[C@H](NC(=O)[C@@H]1CCCN1C(=O)Cc1cccc2ccccc12)C(=O)N[C@@H](CCCN=C(N)N)C(N)=O,103.5
CC(=O)O[C@@H]1CC[C@]2(C)[C@H]3CC[C@]4(C)C(=O)CC[C@H]4[C@@H]3C[C@@H]3SC(c4cccc(C)c4)=N[C@@]32C1,104.6
Cc1cc(Cl)ccc1OCCCC(=O)O,112.3
O=C(CCc1nnc2sc(-c3ccccc3)nn12)c1nc2ccccc2[nH]1,104.7
COc1cc(/C=N/Nc2nc3c([nH]2)c(=O)n(C)c(=O)n3C)ccc1O,103.2&90.7
CN(C)c1ccc(C2C(C#N)=C(N)Oc3c2ccc2ccccc32)cc1 (configuration not stated),81.8
O=c1c2cc(F)cc(F)c2sc2c(NCc3ccccc3)nc3ccccc3c12,95.7
CCCCc1n(Cc2ccc3ccccc3n2)cc[n+]1Cc1ccc2ccccc2n1,-44.7*
CCOC(=O)c1[nH]c(C)c(C(=O)OCc2ccccc2C#N)c1C,86.6
CCCCCC#CCN(CC)CC,112.5
CSc1nc(-c2cnccn2)cc(-c2cccs2)c1C#N,107.9
COc1ccc2c(c1)O/C(=C/c1ccc(OCC(=O)c3ccccc3)cc1)C2=O,88.7
COC(=O)C(CO)c1ccccc1 (configuration not stated),102.8
Nc1ccc2[nH]cc(-c3c4ccccc4cc4[nH]c5ccc(N)cc5c34)c2c1,100.1
COc1cccc(COc2ccc(/C=C3\N=C4SCCCN4C3=O)cc2)c1,67.7
C[C@]12CCC(=O)C=C1CC[C@@H]1[C@@H]2CC[C@]2(C)C3C(=O)CC4C(=O)N(Cc5ccccc5)C(=O)C4C3C[C@@H]12 (some centres not stated),75.8
O=C(CSc1nnc(-c2cc(-c3ccccc3)nc3ccccc23)n1-c1ccccc1)c1ccccc1,109.2
COc1ccc2ncccc2c1Cc1c(OC)ccc2ncccc12,42.3
CCSc1nnc(-c2cnn3c2NC(c2ccccc2)C3)n1-c1cccc(F)c1 (configuration not stated),101.1
COc1cc(C(=O)O)cc(Br)c1O,86.5
Cc1ccc(NC(=O)Cn2c(O)c(N=NC(=O)CNc3ccc(S(N)(=O)=O)cc3)c3ccccc32)cc1,99.4
CCC1C(=O)COC1=O (configuration not stated),96.9
COc1cc(OC)cc(C(=O)C[n+]2cccc3cc[nH]c32)c1,99.0
CCCC(=O)c1cc(C)cs1,109.0
COc1cc2oc(-c3cccc(N)c3)cc(=O)c2c(OC)c1OC,96.8
O=C(O)c1cc(N2C(=O)C=CC2=O)cc(N2C(=O)C=CC2=O)c1,99.6
CCOC(=O)C1CCCC1,98.6
CN(C)c1ccc(/C=C/c2ccc3ccccc3n2)cc1,134.6
CC(C)(C)N1Oc2cnccc2C1c1ccccc1 (configuration not stated),86.1
O=C1CCN(Cc2ccccc2)C(=S)N1,113.4&86.8
CN(C)Cc1cc(C(C)(C)CC(C)(C)C)cc(CN(C)C)c1O,105.9
COc1cc(-c2cc(C(=O)N3CCN(C(=O)c4ccccc4NCc4cccs4)CC3)nc3cc(-c4ccccc4)nn23)cc(OC)c1OC,82.7
COc1cc(/C=C/C(=O)c2c(C)oc3nc[nH]c(=O)c23)ccc1O,116.5
CCCCCCCCCCCCCCCCNC(=S)N/N=C/c1ccc(C(C)C)cc1,97.6
CCCCC(CC)CNC(c1ccccc1)c1ccccc1 (configuration not stated),100.4
Cc1nc(N)sc1C(=O)/C=C/c1cc(Br)cc(Br)c1O,119.4
CCCC(O)(c1ccccc1)C(c1ccccc1)c1ccccn1 (configuration not stated),88.8
COC(=O)C1(C)COP(=O)(NC23CC4CC(CC(C4)C2)C3)OC1 (configuration not stated),118.7
COc1cc(NC(C)CCCNC(C)C)c2ncccc2c1OC (configuration not stated),10.6

Screening results as filed in PubChem BioAssay.
